# p53 reactivator = mutant p53 re-activation in reporter cells | H1299 p53-A138V BP100-luciferase reporter, luminescence, 24 h | Potency, µM (series often up to 92.2 µM), without a hit: top-dose activity change, positive = activation, most hits filed as activators | 320,000 tested, 0.063% active; note: % of control where 0% means no effect; nearly all actives have a fitted effect of over 45% in size
#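 p53-null H1299 cells stably carrying temperature-sensitive p53-A138V and a BP100-luciferase reporter were pinned with compounds (4-point, 1:5 series) and held 24 hrs at 37 deg C. Luminescence was read 10 min after detection reagent.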
# MBNL1-CUG inh = MBNL1-poly(CUG) RNA binding inhibition. Potency, µM (highest dose often 57.5 µM), for inactives: at the highest dose activity change, negative = inhibition, actives largely listed as inhibitors. AID 2675. TR-FRET MBNL1-His/biotin-(CUG)12 binding, 665/545 ratio. 280,000 tested, 0.036% active; active = well fitted inhibition curve with a large enough effect in the signal ratio, with a control signal flat, not every such curve was filed as active; inconclusive = small, poorly fitted or top-dose-only effect, or effect the other way, or a change in a side signal; inactive = no such curve, though single readings can be large or run the other way; the % refers to the signal ratio; note: % is set by controls: 0 for no effect and ±100 for the full control effect
# Target sequence (Q9NR56 whole entry, looked up): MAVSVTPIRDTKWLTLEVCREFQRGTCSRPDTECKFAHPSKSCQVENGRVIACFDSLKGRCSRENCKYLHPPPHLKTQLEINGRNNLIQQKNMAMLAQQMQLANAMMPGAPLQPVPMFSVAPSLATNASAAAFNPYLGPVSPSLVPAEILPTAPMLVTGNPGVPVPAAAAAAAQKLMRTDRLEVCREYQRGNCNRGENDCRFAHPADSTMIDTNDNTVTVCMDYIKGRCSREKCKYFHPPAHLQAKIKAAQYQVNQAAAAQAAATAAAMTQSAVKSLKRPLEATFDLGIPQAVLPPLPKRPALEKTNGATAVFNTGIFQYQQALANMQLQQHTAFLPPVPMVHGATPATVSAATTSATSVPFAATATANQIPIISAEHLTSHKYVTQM
#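 Compound titration spanned 92 nM–58 uM against the MBNL1-His/biotin-(CUG)12 complex. After 60 min at room temperature with 5 nM streptavidin-XL665 and 0.055 ng/ul terbium anti-His, ratiometric 665/545 nm emission (Ex 340 nm) normalized to controls.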
# ELG1 genotox = induces genotoxicity in HEK293T cells with luciferase-tagged ELG1. HEK293T ELG1-luciferase reporter, luminescence, 16 h. Potency, µM (series often up to 46 µM), without a hit: at the highest dose activity change, positive = activation, hits mostly activators. 330,000 tested, 1.3% active; note: % of control where 0% means no effect; nearly all actives have a fitted effect of over 60% in size
#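 Luminescence read-out: rising ELG1-luciferase signal, reflecting elevated ELG1 protein under genetic stress, flags genotoxic compounds. Cells were treated for 16 hr at 37 °C before ONE-Glo detection.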
# Rab9 prom act = activators of Rab9 promoter | Huh7 Rab9 promoter-luciferase reporter, luminescence, 24 h | Potency, µM (titrated, usually from 9.22 µM), for inactives: top-dose activation, negative = inhibition, usual class: activators | 320,000 tested, 2.8% active; note: % of control where 0% means no effect; nearly all actives have a fitted effect of over 60% in size
#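 Measured in stably transfected Huh7 cells bearing a Rab9 promoter–luciferase construct: 24 h compound treatment at 37 °C, followed by luminescence detection.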
# RORgamma inh = inhibitors of mouse ROR gamma transcriptional activity; P51450; Drosophila S2 Gal4-RORgamma UAS-luciferase reporter, 20 h; Potency, µM (series often up to 53.6 µM), inactives show at the highest dose activity change, negative = inhibition, most hits filed as inhibitors; 310,000 tested, 5.4% active; AID 2551; note: % is set by controls: 0 for no effect and ±100 for the full control effect; nearly all actives have a fitted effect of over 60% in size
# Target sequence (P51450 whole entry, looked up, the tested form may be a part): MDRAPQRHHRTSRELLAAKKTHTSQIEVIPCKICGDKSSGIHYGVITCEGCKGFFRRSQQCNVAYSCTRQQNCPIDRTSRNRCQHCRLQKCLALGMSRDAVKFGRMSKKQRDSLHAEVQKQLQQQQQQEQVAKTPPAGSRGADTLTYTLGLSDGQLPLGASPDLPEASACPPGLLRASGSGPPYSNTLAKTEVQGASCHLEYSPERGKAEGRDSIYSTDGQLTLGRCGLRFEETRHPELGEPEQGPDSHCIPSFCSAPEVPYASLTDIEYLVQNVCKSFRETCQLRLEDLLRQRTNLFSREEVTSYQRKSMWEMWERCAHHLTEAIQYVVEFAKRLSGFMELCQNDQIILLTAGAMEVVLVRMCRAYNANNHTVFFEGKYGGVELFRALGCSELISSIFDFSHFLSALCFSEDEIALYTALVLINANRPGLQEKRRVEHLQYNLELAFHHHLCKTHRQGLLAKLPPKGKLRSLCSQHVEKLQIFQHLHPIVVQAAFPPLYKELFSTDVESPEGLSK
#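 Schneider cells (Drosophila), stable Gal4 DBD–ROR gamma + UAS-luc; 1 hr cmpd preincubation; Cu2+ induction 700 uM final; 20 hr ambient; luminescence.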
# FLuc modulator = inhibits or activates purified firefly luciferase, miR-21 counter-screen; P08659; purified FLuc, Km substrates, luminescence inhibition; Potency, µM (top dose mostly 57.5 µM), for the others: at the top dose activity change, negative = inhibition, hits mostly inhibitors; 360,000 tested, 6.9% active; AID 588342;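 note: plate controls were vehicle for no effect and reference inhibitor for full effect; nearly all actives have a fitted effect of over 55% in size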
#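 Biochemical qHTS of compounds, final roughly 60 µM downward over six points, against 10 nM purified firefly luciferase using Km concentrations of substrates (10 uM D-luciferin, 10 uM ATP) in Tris acetate pH 7.5 buffer; luminescence output.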
# NPC1 prom act = NPC1 promoter activation; Huh7 NPC1 promoter luciferase reporter, 24 h; Potency, µM (series often up to 9.22 µM), for inactives: at the top dose activation, actives largely listed as activators; 320,000 tested, 2.4% active; AID 485313;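 note: % of control where 0% means no effect; nearly all actives have a fitted effect of over 60% in size; reporter is driven by a mutant NPC1 promoter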
#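 Huh7 reporter cells (NPC1 promoter driving luciferase) are dosed with compound for 24 h at 37 °C, 5% CO2; luciferase detection reagent is then added and luminescence measured after 10 min at ambient temperature.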
# uPA surface inh = cell surface uPA generation inhibition | 330,000 tested, 0.31% active | cell surface uPA generation assay, qHTS | Potency, µM (highest dose often 38.3 µM), without a hit: top-dose activity change, negative = inhibition, actives largely listed as inhibitors; active = well fitted inhibition curve with a large enough effect; inconclusive = small, poorly fitted or top-dose-only effect; inactive = no such curve, though single readings can be large or run the other way; tested in mouse RAW 264.7 cells; note: % is set by controls: 0 for no effect and ±100 for the full control effect; nearly all actives have a fitted effect of over 55% in size
# BRCA1 expr act = BRCA1 expression activation; 380,000 tested, 1.1% active; AID 624202; Potency, µM (series often up to 46.1 µM), inactives show at the highest dose activation, usual class: activators; MCF7-BRCA1-FFLuc reporter, luminescence, 48 h; response scale: scaled: vehicle 0%, 10 µM genistein 100%; note: nearly all actives have a fitted effect of over 80% in size; some results filed as inactive show a strong effect at the top dose
#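 MCF7-BRCA1-FFLuc cells, 2000/well in phenol-red-free MEM, attached 2 h then treated 48 h at 37 C. Luciferase luminescence read 15 min after reagent; normalized to genistein maximum activation (10microM) and DMSO, concentration-response fitted.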
# Gal4-VP16 FLuc = Gal4-VP16 reporter inhibition counter-screen. 310,000 tested, 3.5% active. Potency, µM (titrated, usually from 53.6 µM), for inactives: at the top dose activity, negative = inhibition, actives largely listed as inhibitors. AID 2546. Drosophila S2 Gal4-VP16 UAS-luciferase, luminescence, 20 h;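 note: Gal4-VP16 expression switched on by copper sulfate through the metallothionein promoter; % is set by controls: 0 for no effect and ±100 for the full control effect; nearly all actives have a fitted effect of over 50% in size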
# Active calls of the source: *; u = inconclusive; x = not tested or not shown; [ ] = remark or other dose. Unless noted, calls come from the whole dose curve; as a rule, active = well fitted curve in the direction sought with a large enough effect; inconclusive = small, poorly fitted or top-dose-only effect, or another doubt; inactive = no such curve, though single readings can be large; an effect the other way counts as inactive or inconclusive. Potency is the fitted concentration of half-maximal effect.
1) Nc1nc(SCc2ccc(F)cc2)n[nH]1
2) CC(NC(=O)Cc1cccc(C(F)(F)F)c1)c1ccc(F)cc1 (stereo not given)
3) O=C(COC(=O)CC1CC2CCC1C2)Nc1ccccc1Cl (stereo not given)
4) Cn1c(=O)[nH]c(=O)c2c1nc(N1CCCCCC1)n2Cc1cccc2ccccc12
5) O=c1cc[nH]c2c(C(F)(F)F)cccc12
6) Cc1cc(C)c(C#N)c(Nc2ccccc2F)n1
7) O=C1/C(=C/c2ccncc2)N=C2CCCCCN12
8) COC(=O)[C@H](CCSC)NC(=O)NCc1ccccn1
9) O=C(Nc1cccc(Cl)c1)Nc1c[nH]c(=O)[nH]c1=O
10) CC(=O)Nc1ccc(OS(=O)(=O)c2cc(Cl)ccc2C)cc1
screen / no.,1,2,3,4,5,6,7,8,9,10
p53 reactivator,11%,-5%,-5%,-3%,0%,x,-4%,-7%,5%,-3%
MBNL1-CUG inh,-3%,-7%,x,-10%,2%,3%,u,-5%,-8%,6%
ELG1 genotox,2%,-1%,0%,-4%,-2%,0%,2%,-4%,3%,-7%
Rab9 prom act,-3%,10%,x,-5%,-4%,-1%,6%,-3%,12%,-1%
RORgamma inh,0%,3%,x,-10%,-42%,-13%,-25%,8%,-8%,14%
FLuc modulator,-14%,3%,x,-3%,5%,1%,-5%,2%,3%,-14%
NPC1 prom act,0%,-6%,x,-1%,0%,-4%,1%,-2%,1%,-9%
uPA surface inh,-15%,-5%,4%,1%,-6%,-16%,-4%,x,1%,-7%
BRCA1 expr act,2%,-34%,-20%,1%,14%,-30%,-1%,-1%,-7%,6%
Gal4-VP16 FLuc,21%,-1%,x,19%,8%,4%,-12%,-3%,9%,8%

# Single records, as listed above. Order of screens: p53 reactivator	MBNL1-CUG inh	ELG1 genotox	Rab9 prom act	RORgamma inh	FLuc modulator	NPC1 prom act	uPA surface inh	BRCA1 expr act	Gal4-VP16 FLuc
# Cc1cc(C)c(C#N)c(Nc2ccccc2F)n1 is listed with x	3%	0%	-1%	-13%	1%	-4%	-16%	-30%	4%
# CC(NC(=O)Cc1cccc(C(F)(F)F)c1)c1ccc(F)cc1 (stereo not given) is listed with -5%	-7%	-1%	10%	3%	3%	-6%	-5%	-34%	-1%
# O=C1/C(=C/c2ccncc2)N=C2CCCCCN12 is listed with -4%	u	2%	6%	-25%	-5%	1%	-4%	-1%	-12%

# (listing goes on)
11) CCOC(=O)Cn1c(C)nc2ccccc21
12) COCCC(=O)Nc1ccc2c(c1)CN(C(=O)c1ccc(CSC)o1)CC2
13) O=Cc1ccccc1OCCCOc1cccc2cccnc12
14) Cc1ccc(C)c(N2CCN(C(=O)CCc3nc(-c4ccccc4Br)no3)CC2)c1
15) CCC(CC)C1=NN2C(=N)/C(=C\c3cc(C)n(-c4cccc(C)c4)c3C)C(=O)N=C2S1
16) c1ccc2c(c1)nc(CN1CCOCC1)n1c3ccccc3nc21
17) CCN(CC)S(=O)(=O)c1ccc(NC(=O)COC(=O)CNS(=O)(=O)/C=C/c2ccccc2)cc1
18) COc1cc(NS(C)(=O)=O)cc(OC)c1OC
19) COc1ccc(/C=N/NC(=O)c2ccccc2F)cc1CN1CCN(c2ccc(F)cc2)CC1
20) CC1=NN(C(N)=S)C(=O)C1N=Nc1ccc(Cl)cc1Cl (stereo not given)
screen / no.,11,12,13,14,15,16,17,18,19,20
p53 reactivator,14%,7%,x,u,-2%,x,-5%,5%,1%,18%
MBNL1-CUG inh,-1%,-1%,8%,x,-16%,0%,-23%,-1%,x,u
ELG1 genotox,-2%,-2%,6%,1%,0%,x,0%,1%,-4%,u
Rab9 prom act,-3%,8%,23%,x,1%,x,-5%,-3%,-1%,4.5µM*
RORgamma inh,-18%,40%,2%,x,-31%,-28%,-1%,-17%,32%[10 µM],0.45µM*
FLuc modulator,-1%,-1%,13µM*,x,-3%,u,-1%,-1%,5%,24µM*
NPC1 prom act,-2%,0%,22%,x,2%,x,0%,1%,-4%,3.2µM*
uPA surface inh,6%,0%,u,12%,7%,-4%,2%,1%,-8%,6%
BRCA1 expr act,-3%,12%,65%,38%,2%,33%,-20%,-19%,-18%,14%
Gal4-VP16 FLuc,-6%,1%,-29%,x,-2%,-14%,-2%,-8%,u,0.63µM*

21) O=C(Oc1ccccc1-c1csnn1)c1cccs1
22) COc1ccc2cc(C3=CC(=O)C[C@H](c4ccc5c(c4)OCO5)C3)ccc2c1
23) O=C(Cc1c(F)cccc1Cl)N(Cc1ccccc1)c1ccccn1
24) Clc1ccccc1-c1nnn(Cc2ccc(-c3nn[nH]n3)cc2)n1
25) O=C(NNC(=O)C1CC1)c1ccc(-c2ccccc2)cc1
26) Cc1cccc(OCC(=O)Nc2ccc3c(c2)nc(CN2CCCCC2)n3C)c1
27) CC(C(=O)c1c[nH]c(C(N)=O)c1)c1ncc(C(F)(F)F)cc1Cl (stereo not given)
28) CN(Cc1ccccc1)C(=O)COC(=O)c1ccccc1SCC(=O)N1CCCC1
29) COc1ccc(N(C(=O)c2ccn[nH]2)C(C(=O)NC(C)(C)C)c2ccc(F)cc2)cc1 (stereo not given)
30) Cc1ccc(/C(O)=C2\C(=O)C(=O)N(CCc3c[nH]c4ccccc34)C2c2cccnc2)cc1 (stereo not given)
screen / no.,21,22,23,24,25,26,27,28,29,30
p53 reactivator,4%,2%,3%,8%,1%,1%,1%,-8%,1%,0%
MBNL1-CUG inh,x,x,1%,-4%,-3%,-6%,-9%,x,-10%,17%
ELG1 genotox,-1%,2%,-2%,8%,7%,-4%,2%,-6%,0%,0%
Rab9 prom act,1%,-6%,-5%,-6%,15%,3%,-4%,-2%,-7%,-2%
RORgamma inh,15%,x,15%,28%,17%,-21%,5%,x,4%,10%
FLuc modulator,0%,4%,2%,u,-6%,u,-1%,2%,1%,-18%
NPC1 prom act,-1%,10%,0%,0%,7%,-2%,-1%,-2%,-3%,-8%
uPA surface inh,3%,-4%,-8%,9%,-2%,-10%,2%,4%,-12%,-1%
BRCA1 expr act,22%,-1%,-24%,u,28%,-50%,3%,16%,6%,-12%
Gal4-VP16 FLuc,-8%,x,0%,3%,11%,1%,5%,x,-4%,-4%

31) O=C(O)c1ccc(CSc2nc3ccccc3c(=O)n2-c2ccccc2)cc1
32) C=CCn1c(SCC(=O)NC(=O)NC)nnc1C1CCCCC1
33) Cc1cc(Cl)ccc1NC(=S)N1CCC(C(N)=O)(N2CCCCC2)CC1
34) COC(=O)C1=C(C(=O)OC)[C@@H]2Nc3ccccc3[C@@]23C[C@@H](C(=O)OC)N(C(C)=O)C3=N1
35) Cc1cccc(C)c1-n1cccc1/C=C1\SC(=S)N(c2cccc(C(=O)O)c2)C1=O
36) Cc1ccc(N2CCN(C(=S)c3ccc(N(C)C)cc3)CC2)cc1
37) COc1ccc(NC(=O)CN2CCC(C(N)=O)(N3CCCCC3)CC2)c(OC)c1
38) COC(=O)c1ccc(COC(=O)C2CCN(S(=O)(=O)c3ccccc3C(=O)OC)CC2)cc1
39) COc1ccccc1/C=C/C(=O)OCC(=O)NCc1ccc2c(c1)OCO2
40) COc1ccc(-c2csc(NC(=O)c3ccc(N4C(=O)CCC4=O)cc3)n2)cc1
screen / no.,31,32,33,34,35,36,37,38,39,40
p53 reactivator,x,3%,0%,4%,10%,u,-5%,-1%,3%,3%
MBNL1-CUG inh,2%,-2%,x,-1%,5%,0%,0%,x,x,225%[activator]
ELG1 genotox,8%,4%,1%,0%,6%,u,0%,-1%,0%,0%
Rab9 prom act,-4%,1%,-1%,-9%,-3%,u,-2%,x,x,-9%
RORgamma inh,44%,15%,-4%,-6%,13%,u,-15%,x,x,1%
FLuc modulator,5%,-2%,1%,4%,u,u,2%,x,x,0%
NPC1 prom act,0%,-2%,-2%,2%,-4%,u,-6%,x,x,-8%
uPA surface inh,-12%,5%,25%,3%,6%,2%,-9%,8%,-3%,-2%
BRCA1 expr act,0%,4%,-26%,13%,26%,11%,-2%,-15%,1%,-14%
Gal4-VP16 FLuc,13%,-7%,8%,3%,-13%,u,16%,x,x,-5%

41) O=C(CCCCCn1c(=S)[nH]c2ccccc2c1=O)N1CCOCC1
42) O=[N+]([O-])c1ccc(C2(O)CN(c3ccccc3)C3=[N+]2CCS3)cc1 (stereo not given)
43) O=C(NCc1ccco1)/C(=C/C=C\c1ccccc1)NC(=O)c1ccc(Br)o1
44) C/C(=N\NC(=O)CNC(=O)C1COc2ccccc2O1)c1ccco1 (stereo not given)
45) O=C(C1CCC1)N1CCC(O)(c2cccc(F)c2)CC1
screen / no.,41,42,43,44,45
p53 reactivator,-3%,2%,2%,0%,-4%
MBNL1-CUG inh,0%,4%,u,4%,-4%
ELG1 genotox,0%,-2%,-6%,-2%,5%
Rab9 prom act,x,2%,0%,-2%,-1%
RORgamma inh,u,29%,u,-1%,1%
FLuc modulator,1%,-2%,-1%,5%,-5%
NPC1 prom act,-1%,-8%,-5%,-5%,-1%
uPA surface inh,6%,7%,-6%,7%,2%
BRCA1 expr act,-5%[1.84 µM],-6%,-40%,-3%,-16%
Gal4-VP16 FLuc,0%,1%,-7%,3%,5%[10 µM]
